# MC4R ag barr: MC4R agonists recruiting beta-arrestin, primary screen, cell-based, luminescence, agonist arm of biased-ligand search. 360,000 compounds, 0.98% hits. Melanocortin receptor 4 (Homo sapiens), P32245. activation, % at 8.9 µM. U2OS MC4R beta-arrestin complementation; percent of melanotan II response, DMSO zero;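 active means activation above a per-plate cutoff, the mean activation of sample wells on that plate plus 3 SD, cut at about 8% in these data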
# Target sequence (P32245 whole entry, looked up): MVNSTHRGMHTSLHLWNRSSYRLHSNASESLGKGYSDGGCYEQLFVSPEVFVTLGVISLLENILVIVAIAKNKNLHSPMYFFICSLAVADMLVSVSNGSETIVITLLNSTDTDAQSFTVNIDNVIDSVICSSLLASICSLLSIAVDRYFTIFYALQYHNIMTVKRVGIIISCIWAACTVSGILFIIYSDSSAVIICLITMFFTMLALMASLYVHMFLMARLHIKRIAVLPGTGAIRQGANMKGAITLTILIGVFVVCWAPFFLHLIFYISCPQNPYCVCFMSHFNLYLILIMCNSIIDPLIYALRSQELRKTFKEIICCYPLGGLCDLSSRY
# N-glyco inh: increase of ERlucT glycosylation luciferase signal, primary screen, N-linked glycosylation inhibitor project, D54 ERlucT cells, luminescence, set 2 | reporter increase, % at 12.5 µM | D54 ERlucT glycosylation luciferase reporter, 24 h; percent of 100 nM tunicamycin response | 360,000 compounds, 0.23% hits;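 active means mean luciferase reporter signal, scaled so untreated is 0 and the glycosylation-blocking control 100, at or above a set limit in every replicate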;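 further: luciferase carries N-glycosylation sites so blocking glycosylation raises the light; 0% = median of neutral control wells and 100% = median of 100 nM tunicamycin wells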
# Cardio protect: cardioprotection against H2O2-induced cell death, primary screen, uHTS, H9c2 cells, ATPLite luminescence | H9c2 cardiomyocytes, H2O2 injury protection, 2 h | protection from H2O2 cell death, % at 20 µM | 360,000 compounds, 0.63% hits | AID 588492, 2011;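 active means compounds giving at least 50% protection of heart cells from peroxide-induced death in the single-dose screen, raw or plate-pattern-corrected value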;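 further: 0% = DMSO wells with peroxide and 100% = DMSO wells without peroxide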
# CaV13 ICDI inh: Disruptors of the CACNA1D IQ motif to Ca2+-dependent inactivation inhibitor domain association, primary screening, Förster resonance energy transfer in intact living …; HEK cells, CFP/YFP FRET ICDI-IQ, plate reader, 10 min; percent FRET-ratio fall versus neutral wells; inhibition, % at 12.3 µM; 340,000 compounds, 0.098% hits;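 active means mean replicate inhibition of at least 30% and at least 1% of replicates passing that level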;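 further: 0% = median of the neutral control wells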
# m5-HT2A agonist: mouse Htr2a agonists via beta-arrestin recruitment, primary screen, cell-based, luminescence. 5-hydroxytryptamine receptor 2A (Mus musculus), P35363. CHO-K1 mHTR2A beta-arrestin complementation; percent of 30 µM serotonin response. activation, % at 7.6 µM. 360,000 compounds, 0.66% hits. AID 624169, 2012;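 active means activation above a run cutoff, the mean activation of all tested compounds plus 3 SD, cut at about 14% in these data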;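 further: 0% = plate median of compound wells and 100% = 30 µM serotonin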
# aDG glyco act: activators of alpha-DG glycosylation, primary screen, uHTS, Pro5-aDG cells, AlphaScreen; alpha-DG glycosylation AlphaScreen (IIH6); 0% Pro5, 100% B10-LARGE cell signal; activation, % at 10 µM; 360,000 compounds, 0.22% hits;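 active means activation of at least 8% versus controls, or a plate z-score of at least 8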;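 further: Pro5 are CHO cells carrying HIG-tagged alpha-DG that lacks glycosylation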
# Vif inh: HIV Vif self-association inhibitors, primary screen, imaging, HEK293T, single point; HEK293T cells, Vif self-association by quenched fluorescence, 24 h; inhibition, % at 7.49 µM; 340,000 compounds, 0.35% hits; AID 602346, 2012; in the data active means inhibition above about 50%, passing the limit was not always enough; further: some results filed as inactive read as strong as hits
# PDI inh: inhibitors of human PDI, primary screen, biochemical, turbidity, single point, plate reader; Protein disulfide-isomerase (Homo sapiens), P07237; PDI insulin aggregation turbidity, A650, 90 min; inhibition, % at 10 µM; 350,000 compounds, 0.052% hits; AID 588391, 2011;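 active means mean inhibition across replicates of 30% or more, whatever share of single replicates reach that level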;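 further: absorbance from insulin aggregation driven by PDI reduction with DTT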
# Target sequence (P07237 whole entry, looked up): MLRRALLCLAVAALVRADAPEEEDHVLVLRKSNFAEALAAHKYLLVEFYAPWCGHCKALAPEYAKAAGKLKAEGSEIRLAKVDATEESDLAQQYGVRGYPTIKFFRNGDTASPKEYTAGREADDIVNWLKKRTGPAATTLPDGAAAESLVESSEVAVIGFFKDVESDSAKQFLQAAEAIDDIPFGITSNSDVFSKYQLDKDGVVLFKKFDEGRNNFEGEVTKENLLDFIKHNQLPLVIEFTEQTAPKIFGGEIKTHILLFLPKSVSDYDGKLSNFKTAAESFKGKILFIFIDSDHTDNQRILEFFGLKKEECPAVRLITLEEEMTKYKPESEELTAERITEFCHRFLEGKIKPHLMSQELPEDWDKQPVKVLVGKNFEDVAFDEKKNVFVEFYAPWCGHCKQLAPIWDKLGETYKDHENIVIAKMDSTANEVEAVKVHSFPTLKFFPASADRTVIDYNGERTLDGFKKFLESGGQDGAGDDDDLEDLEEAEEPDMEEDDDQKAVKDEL
# MC4R antag cAMP: MC4R antagonists of cAMP signaling, primary screen, cell-based, TR-FRET, antagonist arm of biased-ligand search. Melanocortin receptor 4 (Homo sapiens), P32245. MC4R-expressing cells, MTII-stimulated cAMP, LANCE TR-FRET. inhibition, % at 6.5 µM. 360,000 compounds, 0.48% hits;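 active means inhibition above its plate's cutoff, the mean of tested wells on that plate plus 3 SD, cut at about 29% in these data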;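 further: 0% = Melanotan II alone and 100% = Melanotan II plus saturating MCL0020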
#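 Material: human MC4R-expressing U2OS cells. Probe or stimulus: Melanotan II challenge. Dosing: 6.5 µM single dose. Times: 30-min compound, 1-h challenge, 1-h detection, room temperature. Technique: TR-FRET with Eu-cAMP and labeled anti-cAMP, 671 nm. Replication: singlicate.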
# ABCB6 inh MLPCN: ABCB6 transporter inhibitors, primary screen, K562-ABCB6 cells, flow cytometry, MLPCN library; AID 602162, 2011; fluorescence ratio to DMSO, % at 10 µM; K562-ABCB6 porphyrin accumulation, 1 h; stronger effect = lower value; ATP-binding cassette sub-family B member 6 (Homo sapiens), Q9NP58; 360,000 compounds, 0.19% hits;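 active means fluorescence ratio to DMSO below 75%, the collection mean minus 3 SD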;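 further: signal is porphyrin accumulated inside mitochondria; 100% equals median channel fluorescence of DMSO control wells; lower ratio means ABCB6 inhibition with less porphyrin fluorescence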
# Starred values were filed as active, the others as inactive; . = no result given. These rows are one share of the data, so the mix of outcomes need not match the whole.
# Values run as follows: MC4R ag barr	N-glyco inh	Cardio protect	CaV13 ICDI inh	m5-HT2A agonist	aDG glyco act	Vif inh	PDI inh	MC4R antag cAMP	ABCB6 inh MLPCN
c1cc2c(cc1N1CCCCC1)C1CC2CCN1 (centres undefined)
    -1.1	-1	4	-6	-3	-0.1	.	1	9	99
C[C@]12CCC3[C@@H](CCC4=CC(=O)CC[C@@]43C=O)C1CCC2=O (some centres undefined)
    -0.4	0	5	-14	-1	0.0	-1	0	-9	93
CC(C)(C)C(=O)N1Cc2cc(-c3ccccc3)ccc2-n2nncc2C1
    .	0	2	-5	-3	-0.2	-1	.	.	102
CCC(=NCc1cc(OC)cc(OC)c1)c1c(O)n(C)c(=O)n(C)c1=O
    -0.9	0	-14	-8	2	3.6	-18	-12	1	92
CCOCCCn1c(N)c(C(=O)Nc2sc3c(c2C(=O)OC)CCCC3)c2nc3ccccc3nc21
    -1.2	-5	40	-4	4	-0.2	10	-3	16	94
CCN1/C(=C\C=C\C2=[N+](CC)c3ccccc3C2(C)C)C(C)(C)c2ccccc21
    -0.7	-7	-30	.	-8	1.3	.	-6	-11	.
O=P(/C(=N/O)N1CCOCC1)(N1CCOCC1)N1CCOCC1
    -0.3	0	-1	.	0	-0.1	3	2	0	100
CCC(C)(C)n1nnnc1CN1CCC(n2c(C)nc3cc(C(F)(F)F)ccc32)CC1
    3.3	1	3	-5	6	-0.1	2	-8	-1	77
COc1ccc(C(=O)C2CCCN(Cc3cccc(C)n3)C2)c(OC)c1 (centres undefined)
    0.7	-2	-7	-5	-2	0.3	-2	2	14	101
CCOC(=O)CC1c2ccccc2-n2nncc2CN1C (centres undefined)
    -1.4	2	8	-6	-4	-0.1	-5	-3	5	101
COC(=O)CSC1=NN1c1cc(C)nc(N)n1
    0.3	-6	-2	7	3	-0.1	5	.	4	99
CCOc1ccc(CNCCc2ccc3c(c2)OCO3)cc1
    -0.1	0	-2	-4	4	0.1	-1	20	1	98
O=C(c1ccc(N2CCCCCC2)c([N+](=O)[O-])c1)N1CCC2(CC1)OCCO2
    -0.6	2	-2	-17	-3	0.1	-1	1	5	100
CC12CCC(=O)CC1CCC1C2C(=O)CC2(C)C1CCC2(C)O (centres undefined)
    -0.2	3	2	-9	-1	-0.1	6	0	3	100
CCOc1cc(C2NCc3ccccc3-n3cccc32)ccc1OC (centres undefined)
    -1.4	1	-3	-21	1	-0.1	-5	1	6	96
COc1ccc(CCn2c(O)c(C=NC3CC3)c(=O)[nH]c2=O)cc1OC
    0.2	0	-4	-4	3	-0.1	-2	6	0	97
COc1ccc(CNCC(=O)N2CCC3(CC2)OCCO3)cc1
    -1.5	2	10	-9	4	0.0	4	-5	7	99
O=c1[nH]c(O)c(N=Nc2ccc(SC(F)F)cc2)c(=O)[nH]1
    -1.2	11	-8	-27	0	0.0	2	-8	3	101
Cc1cc(C)cc(OCCOc2cccc(C=C3C(=O)NC(=O)NC3=O)c2)c1
    -1.9	0	-3	5	2	0.0	-3	-3	-5	105
C=CCn1c(=O)c(C=Nc2cccnc2Cl)c(O)n(CCCC)c1=O
    -0.1	1	1	-4	1	0.3	0	-6	15	92

# Fetched one by one from the entries so far (2):
# Values run as follows: MC4R ag barr	N-glyco inh	Cardio protect	CaV13 ICDI inh	m5-HT2A agonist	aDG glyco act	Vif inh	PDI inh	MC4R antag cAMP	ABCB6 inh MLPCN
CCOc1cc(C2NCc3ccccc3-n3cccc32)ccc1OC (centres undefined)
    -1.4	1	-3	-21	1	-0.1	-5	1	6	96
CCOc1ccc(CNCCc2ccc3c(c2)OCO3)cc1
    -0.1	0	-2	-4	4	0.1	-1	20	1	98

# (continued)
# Values run as follows: MC4R ag barr	N-glyco inh	Cardio protect	CaV13 ICDI inh	m5-HT2A agonist	aDG glyco act	Vif inh	PDI inh	MC4R antag cAMP	ABCB6 inh MLPCN
Cc1ccccc1-n1c(O)c(C=Nc2ccc3c(c2)OCO3)c(=O)[nH]c1=O
    -2.1	1	12	-10	1	0.0	-4	-5	0	101
COC(=O)C1=C(c2cc3ccccc3s2)C[C@@H]2CC[C@H]1N2C(=O)N1CCC(O)CC1
    -2.2	-2	2	-4	-8	0.0	-4	0	8	93
CCOCCCN=Cc1c(O)n(Cc2ccccc2)c(=O)[nH]c1=O
    -2.6	2	4	-2	3	0.1	37	-11	-5	100
CC(C)CN1Cc2cc(-c3cccc(F)c3)ccc2-n2nncc2C1
    .	3	2	-7	-1	0.1	-4	.	.	101
CCOC(=O)C1SC2(C(F)(F)F)CC1(O)c1c(C)cc(C)nc1O2 (centres undefined)
    0.6	5	6	-5	-3	-0.2	16	0	-13	106
COc1ccc(C2=NS(=O)(=O)N(C)C(C(=O)N3CCC4(CC3)OCCO4)=C2)cc1OC
    -1.1	0	0	-3	-2	0.1	-4	8	10	97
CCCCc1nc2ccccc2c(=O)n1-c1ccc(O)cc1
    -0.8	2	-4	-5	1	-0.5	-1	-2	8	88
C=CC12CN(C)[C@@H]3C4CO[C@H](C[C@H]41)[C@]1(C(=O)Nc4ccccc41)[C@@H]32 (some centres undefined)
    -2.3	-1	4	.	0	0.4	6	.	12	96
COc1ccccc1OCC(=O)Nc1ccc(Cl)cc1C(=O)c1ccccc1
    0.2	-5	0	-4	-1	0.6	-12	-3	4	104
CCOC(=O)c1c(C)[nH]c(C(=O)C(Cc2ccccc2)N(C)C)c1C (centres undefined)
    -1.1	-2	0	-4	2	0.0	.	-3	1	93

# Full records as entered above. Screens in order: MC4R ag barr	N-glyco inh	Cardio protect	CaV13 ICDI inh	m5-HT2A agonist	aDG glyco act	Vif inh	PDI inh	MC4R antag cAMP	ABCB6 inh MLPCN
# `CCCCc1nc2ccccc2c(=O)n1-c1ccc(O)cc1` as listed: -0.8	2	-4	-5	1	-0.5	-1	-2	8	88
# `CCOCCCN=Cc1c(O)n(Cc2ccccc2)c(=O)[nH]c1=O` as listed: -2.6	2	4	-2	3	0.1	37	-11	-5	100
# `CCOC(=O)C1SC2(C(F)(F)F)CC1(O)c1c(C)cc(C)nc1O2` (centres undefined) as listed: 0.6	5	6	-5	-3	-0.2	16	0	-13	106
# `COc1ccc(C2=NS(=O)(=O)N(C)C(C(=O)N3CCC4(CC3)OCCO4)=C2)cc1OC` as listed: -1.1	0	0	-3	-2	0.1	-4	8	10	97
# `CC(C)CN1Cc2cc(-c3cccc(F)c3)ccc2-n2nncc2C1` as listed: .	3	2	-7	-1	0.1	-4	.	.	101

# The list continues:
# Values run as follows: MC4R ag barr	N-glyco inh	Cardio protect	CaV13 ICDI inh	m5-HT2A agonist	aDG glyco act	Vif inh	PDI inh	MC4R antag cAMP	ABCB6 inh MLPCN
Cc1cc(=O)oc2cc(OCC(=O)N3CCN(Cc4ccc5c(c4)OCO5)CC3)ccc12
    -0.4	-1	0	-5	-4	0.1	1	-8	4	100
COc1ccc(-n2nnnc2C(c2cccc3ccccc23)N2CCC(n3c(=O)[nH]c4ccccc43)CC2)cc1 (centres undefined)
    .	-10	3	-7	-1	-0.3	.	.	.	100
O=P1(NC2CCCC2)COc2ccccc2OC1
    -2.0	1	10	-4	4	0.1	3	-9	2	96
COC(=O)C1=C(c2ccc(OC(F)(F)F)cc2)C[C@@H]2CC[C@H]1N2C(=O)NCCO
    -0.9	1	1	-4	6	-0.1	-4	-19	2	102
COc1ccccc1CN1CCCCC1c1cccnc1 (centres undefined)
    0.0	1	0	-10	-5	0.3	2	2	4	99
CC(C)(C)C(=O)Cn1c(NCCCl)nc2ccccc21
    -1.2	0	-2	-4	0	0.2	13	-1	0	105
COc1ccc(CCNCc2ccccn2)cc1OC
    0.0	2	7	-4	4	-0.1	-1	-9	0	86
N#C/C(=C\c1ccc(O)cc1)C(=O)O (tested in a mixture with another compound)
    -1.6	2	1	-5	5	-0.1	-4	1	1	108
C=C[C@@]12CN(C)[C@H]3[C@H]1[C@@]1(C(=O)Nc4ccccc41)C1CC2[C@@H]3CO1
    -1.9	-1	12	-5	5	0.1	-6	8	-3	106
CC12CN3CC(C)(CN(C1)C3c1cccs1)C2=O (centres undefined)
    -2.0	-1	4	-3	-5	0.2	-3	-1	10	101
c1ccc([C@@H]2CO2)cc1
    -0.2	-1	3	.	-1	-0.2	-5	-1	6	104
COC(=O)C1=C(c2ccccc2OCc2ccccc2)C[C@@H]2CC[C@H]1N2C(=O)NCc1ccc(F)cc1
    -1.9	-3	4	-6	-6	0.9	-5	0	2	88
O=P(OCC(F)(F)C(F)F)(N1CCOCC1)N1CCOCC1
    -0.2	2	6	-1	-2	0.1	5	-6	2	94
CCNC(=S)N(C)CCc1cc2c(c(OC)c1C=C1C(=O)N(C)C(=O)N(C)C1=O)OCO2
    -2.0	1	2	-19	-3	-0.1	0	-11	7	101
O=C(c1cc(F)ccc1F)C1CCCN(Cc2cccc(Cl)c2)C1 (centres undefined)
    0.7	-1	-7	-11	1	0.1	0	-7	13	99
N=C1c2ccccc2CN1c1ccc(F)c([N+](=O)[O-])c1
    -1.6	-8	-3	-16	-3	0.1	5	14	9	97
Cc1ccc2c(c1)C1CN(C)CCC1N2C(=O)Cc1cccs1 (centres undefined)
    2.3	1	-2	-9	-9	0.9	1	11	0	105
O=NN(CCF)C(=O)NC1CCC(=O)NC1=O (centres undefined)
    .	.	.	-10	0	-0.2	.	.	.	109
CC(C)Oc1cc(-n2c(=S)[nH]c3ccccc3c2=O)c(Cl)cc1Cl
    -0.9	0	4	-1	-3	0.1	-1	-2	-8	96
CN(C(=O)Cc1ccc2c(c1)OCO2)C1CCCN(Cc2ccccc2F)C1 (centres undefined)
    -1.0	0	-2	-2	-2	0.0	4	15	12	95
O=C(O)c1[nH]c(=O)[nH]c(=O)c1F
    -3.0	0	-6	-4	5	0.1	-2	-2	3	93
Clc1cc(Cl)c(-c2cc(Cl)c(Cl)cc2Cl)cc1Cl
    0.4	-2	-5	.	0	0.0	-7	.	4	97
Cc1nn(Cc2ccccc2)c(Cl)c1C(=O)OCC(=O)Nc1cccc2ccccc12
    -2.5	0	-3	-5	4	0.1	-1	2	-2	102
